HCMV inh: qHTS Assay for inhibitors of the human cytomegalovirus (HCMV); 410,000 compounds, 4.5% hits; AID 1259415, 2018; HFF cells, HCMV-luciferase reporter, 72 h; hits give low values; activity change, negative = inhibition, % at 57.5 µM; in the data active means activity change below about -60%; inconclusive means no clear call, values can overlap the other calls; inactive means above about -39%
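Two compound doses tested in HFFs infected with HCMV-luciferase, MOI 1 PFU/cell, 72 h at 37C. Lysate luminescence read with OneGlo; data normalized against buffer-only and 10uM Salinomycin inhibitor controls.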
AmpC no deterg: qHTS Inhibitors of AmpC Beta-Lactamase (assay without detergent) | P00811 | AmpC nitrocefin hydrolysis, absorbance 480 nm, 0.0001% Triton | Potency, µM (series often up to 57.1 µM), for inactives: at the top dose activity change, negative = inhibition, most hits filed as inhibitors | 330,000 compounds, 0.52% hits | AID 485341, 2010;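 further: potency means the concentration at half of the fitted maximal effect; plate controls were no compound for no effect and no enzyme for full effect; nearly all actives have a fitted effect of over 20% in size; some results filed as inactive show a strong effect at the top dose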
Target sequence (P00811 whole entry, looked up): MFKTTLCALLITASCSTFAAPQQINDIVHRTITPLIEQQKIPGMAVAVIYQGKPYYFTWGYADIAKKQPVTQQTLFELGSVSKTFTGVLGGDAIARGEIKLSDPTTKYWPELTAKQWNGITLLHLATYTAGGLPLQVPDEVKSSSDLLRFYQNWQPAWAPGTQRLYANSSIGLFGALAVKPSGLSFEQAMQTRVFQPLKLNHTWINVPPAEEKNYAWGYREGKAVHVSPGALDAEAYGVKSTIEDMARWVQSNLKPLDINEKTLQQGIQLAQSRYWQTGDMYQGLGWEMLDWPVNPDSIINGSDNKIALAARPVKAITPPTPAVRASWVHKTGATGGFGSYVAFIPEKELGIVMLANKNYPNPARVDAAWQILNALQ
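20 mM phosphate pH 7.0 + 0.01% (detergent screen) or 0.0001% Triton X-100; 5.3 nM AmpC reagent; cpd preinc 15 min RT; nitrocefin (800 uM stock) to start; A480 q20 s × 4 min; Activity was normalised to no-enzyme and no-compound control wells.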
LmPK inhibitor: qHTS Assay for Inhibitors of Leishmania Mexicana Pyruvate Kinase (LmPK) | Potency, µM (series often up to 57.5 µM), for inactives: at the top dose activity change, negative = inhibition, hits mostly inhibitors | purified LmPK, Kinase-Glo ATP luminescence, 1 h | Q27686 | 290,000 compounds, 0.37% hits; further: potency means the concentration at half of the fitted maximal effect
Target sequence (Q27686 whole entry, looked up): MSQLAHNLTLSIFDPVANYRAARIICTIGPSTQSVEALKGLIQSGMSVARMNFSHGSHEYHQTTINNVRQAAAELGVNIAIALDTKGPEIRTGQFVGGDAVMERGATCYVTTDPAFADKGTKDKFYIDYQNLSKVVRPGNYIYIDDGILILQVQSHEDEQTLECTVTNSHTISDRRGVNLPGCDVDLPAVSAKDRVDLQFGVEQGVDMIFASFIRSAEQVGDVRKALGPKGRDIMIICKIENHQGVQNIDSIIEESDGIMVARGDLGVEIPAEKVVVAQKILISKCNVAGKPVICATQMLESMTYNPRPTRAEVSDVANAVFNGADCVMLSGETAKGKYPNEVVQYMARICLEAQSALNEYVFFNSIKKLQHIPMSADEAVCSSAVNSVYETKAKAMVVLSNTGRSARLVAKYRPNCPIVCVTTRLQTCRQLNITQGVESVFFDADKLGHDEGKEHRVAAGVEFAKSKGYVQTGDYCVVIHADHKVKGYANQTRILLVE
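Purified LmPK (0.1 nM) converted ADP (0.1 mM) to ATP with PEP (0.5 mM) in imidazole buffer pH 7.2 with KCl and MgCl2, 1 h at room temperature. ATP was read by Kinase-Glo luminescence; data normalized to uninhibited and no-enzyme controls.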
HCV inhibitor: qHTS Assay for Inhibitors of Hepatitis C Virus (HCV); 340,000 compounds, 3.4% hits; Huh7.5.1 HCVcc-Cre infection, luciferase reporter, 44 h; AID 651820, 2012; Potency, µM (series often up to 41.8 µM), without a hit: at the highest dose activity change, negative = inhibition, hits mostly inhibitors; further: potency means the concentration at half of the fitted maximal effect
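1,000 cells/well; 4 h culture; + compound; + HCVcc-Cre (~0.5 moi); 44 h; luciferase substrate, RT 15 min; read 15 sec.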
AmpC detergent: qHTS Inhibitors of AmpC Beta-Lactamase (assay with detergent) | P00811 | AmpC hydrolysis of nitrocefin, absorbance 480 nm, 0.01% Triton | Potency, µM (series often up to 114 µM), inactives show top-dose activity change, negative = inhibition, hits mostly inhibitors | 370,000 compounds, 0.041% hits | AID 485294, 2010;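 further: potency means the concentration at half of the fitted maximal effect; 0% = no-compound wells and -100% = no-enzyme wells; nearly all actives have a fitted effect of over 25% in size; some results filed as inactive show a strong effect at the top dose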
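AmpC (5.3 nM in the dispensed reagent) in 20 mM phosphate pH 7.0 with 0.01% (detergent screen) or 0.0001% Triton X-100 was preincubated with compounds for 15 min at room temperature. Nitrocefin was then added from an 800 uM solution, and hydrolysis was followed at 480 nm.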
TbPYK inhibitor: qHTS of Trypanosoma Brucei Inhibitors. pyruvate kinase (Trypanosoma brucei), Q57TT1. TbPYK enzyme, Kinase-Glo Plus ATP luminescence, 45 min. Potency, µM (top dose mostly 76.8 µM), for the others: top-dose activity, negative = inhibition, usual class: inhibitors. 410,000 compounds, 0.12% hits; further: potency means the concentration at half of the fitted maximal effect; nearly all actives have a fitted effect of over 50% in size
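TbPYK + substrate in 50 mM TEA pH 7.2, 100 mM KCl, 10 mM MgCl2, 0.05% BSA, 0.01% Tween-20; cpd pinned; ADP 130 uM final; 45 min RT; Kinase-Glo Plus 10 min; luminescence endpoint.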
AMA1 RON2 block: qHTS for Inhibitors of AMA1-RON; Towards Development of Antimalarial Drug Lead: Primary Screen. AlphaScreen AMA1-biotinylated RON2 peptide binding. Plasmodium falciparum AMA1 (3D7) - RON2 peptide interaction. Potency, µM (titrated, usually from 58.2 µM), without a hit: at the top dose activity change, negative = inhibition, actives largely listed as inhibitors. 360,000 compounds, 0.2% hits. AID 720542, 2013;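 further: potency means the concentration at half of the fitted maximal effect; 0% = vehicle wells and -100% = peptide control; nearly all actives have a fitted effect of over 45% in size; some results filed as inactive show a strong effect at the top dose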
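AMA1 (3D7) with his tag at 25 nM final met compounds first, then biotinylated RON2 peptide at 25 nM; detection used donor plus acceptor beads, 10 µg/mL apiece, read by AlphaScreen after 30 min at room temperature.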
* marks the source's active call; other numbers are inactive results; ? = inconclusive; / = not tested or not shown; & = joins results of further samples; [ ] = dose if it differs, or a comment. Unless noted, the call rests on the fitted dose curve; in most records, active means well fitted curve in the direction sought with a large enough effect; inconclusive means small, poorly fitted or top-dose-only effect, or another doubt; inactive means no such curve, though single readings can be large; an effect the other way counts as inactive or inconclusive. Unless noted, on the % scale 0 is the no-effect control and ±100 the full control effect.

Results follow in this order: HCMV inh | AmpC no deterg | LmPK inhibitor | HCV inhibitor | AmpC detergent | TbPYK inhibitor | AMA1 RON2 block
CCOC(=O)C1CCN(C=Nc2cc(C)on2)CC1
 : -18 | -12% | -3% | 0% | 10% | 3% | 16%
O=C(CSc1nnc(-c2cccs2)n1-c1ccccc1)Nc1ccccc1
 : ? | -13% | 3% | -5% | -2% | 2% | 1%
COc1cc(OC)c(N(C)C(=O)Nc2cn(CC(C)C)c(=O)c3ccccc23)cc1Cl
 : -20 | / | / | / | -5% | -3% | /
Cc1cccc(OCc2nnc(SCC(=O)N3CCCC3)n2C)c1
 : -9 | -2% | -4% | 6% | -5% | 0% | -4%
CN1CCN(c2ccc(NC(=O)c3cccs3)cc2)CC1
 : 76 | -26% | -9% | 3% | -4% | -7% | 0%
O=C(Oc1c(-c2ccccc2)c(=O)n2c3c(cccc13)CC2)c1ccccc1
 : 16 | 107%[activator] | 0% | -11% | -1% | 3% | -3%
Cc1cccc(C(=O)N2CCCN(C(=O)c3cccc(C)c3)CC2)c1
 : 15 | -7% | -5% | 7% | -7% | -8% | -1%
S=C(Nc1cccnc1)N1CCc2ccccc21
 : 41 | -19% | 0% | 17% | -12% | -2% | 0%
Cc1ccc(SCCC(=O)NC(C)C)cc1
 : 17 | -12% | -6% | 7% | -2% | 2% | -2%
O=C(CSc1nc2[nH]ncc2c(=O)[nH]1)Nc1ccccc1F
 : 34 | 5% | / | 3% | -13% | -1% | -2%
COc1ccccc1Nc1nc(NCc2ccco2)nc(N)c1[N+](=O)[O-]
 : 46 | ? | 7% | -75% | 10% | 6% | 11%
CCCc1cc(=O)oc2cc(O[C@@H]3O[C@H](CO)[C@@H](O)[C@H](O)[C@H]3O)ccc12
 : ? | -13% | 2% | -5% | -1% | 4% | -18%
Cc1ccc(F)cc1NC(=O)Cn1c(=O)nc(-c2ccccc2F)c2cc(Cl)ccc21
 : -3 | / | / | / | 4% | 2% | /
COc1cc(C)ccc1N(CCCN1C(=O)c2cccc3cccc(c23)C1=O)C(=O)c1cccs1
 : ? | -14% | 1% | 5.6µM* | -4% | -1% | 5%[11.6 µM]
Cc1cc2c3c(c1)C1(C(=O)N3C(C)(C)CC2C)C(C#N)=C(N)OC2=C1C(=O)CC(C)(C)C2 (stereo not drawn)
 : 32 | 64%[activator] | -4% | -8% | -5% | -1% | -8%
CCSc1nnnn1-c1cccc(C(=O)O)c1
 : 21 | / | / | / | 1% | 2% | /
CCC(Oc1ccccc1)C(=O)NC1C(=O)N2C1SC(C)(C)C2C(=O)O (stereo not drawn)
 : -28 | 28µM* | 6% | 20% | 32µM* | -7%&-3% | 23%
CCc1ccc(C2(C)SC(NC(C)=O)=NN2C(C)=O)cc1 (stereo not drawn)
 : 35 | 28% | 1% | 10% | 1% | 5% | 24%
O=C(O)C1CCCCC1C(=O)NCc1ccccn1 (stereo not drawn)
 : 0 | -19% | -4% | 7% | -2% | 3% | 68%[activator]
CCOCc1nnc(NC(=O)C2CC(=O)N(C3CCCC3)C2)s1 (stereo not drawn)
 : -31 | -12% | 4% | 5% | -13% | 1% | -2%
O=S(=O)(O)c1nc2ccccc2[nH]1
 : -24 | 7% | 0% | 2% | -10% | 2% | 17%
COc1ccc(CCNC(=O)c2cc(S(=O)(=O)N3CCc4ccccc43)ccc2F)cc1OC
 : ? | / | / | / | / | -1% | -12%
CCCCNC(=O)N(c1c(N)n(Cc2ccccc2)c(=O)[nH]c1=O)C1CCCC1
 : 32 | -5% | 0% | 13% | -6% | -23% | 2%
Clc1ccc(-c2nnc(SCc3nc4ccccc4[nH]3)o2)c(Cl)c1
 : 4 | -34% | -3% | -10% | -6% | 3% | 1%
CCOc1ccc(NC(=O)/C(C#N)=C\c2ccc(N3CCCC3)c(C)c2)cc1
 : -22 | / | / | ? | / | 6% | -8%
COc1ccc(CCNC(=O)Nc2ccc3nc([C@@H]4O[C@H](CO)[C@@H](O)[C@H](O)[C@H]4O)[nH]c3c2)cc1Br
 : -9 | / | / | / | / | -2% | -2%
O=C(O)CC1COc2ccccc2N1C(=O)c1ccccc1Cl (stereo not drawn)
 : -24 | -24% | 9% | 10% | -6% | -2% | -17%
CN(CCCC(=O)Nc1ccccc1F)S(=O)(=O)c1ccc(F)cc1
 : -61* | -4% | 4% | 31%[activator] | -12% | -4% | 3%
CCN(CC)C(=O)c1ccc(NC(=O)CCCSc2ccccc2)cc1
 : -25 | 26% | -6% | 8% | 3% | -7% | 3%
CCOc1ccccc1OCCn1nc2ccccc2n1
 : 37 | -6% | -2% | -16% | -3% | -5% | 13%

Part of the list above with just TbPYK inhibitor and HCV inhibitor.
SMILES	TbPYK inhibitor	HCV inhibitor
CCOC(=O)C1CCN(C=Nc2cc(C)on2)CC1	3%	0%
O=C(CSc1nnc(-c2cccs2)n1-c1ccccc1)Nc1ccccc1	2%	-5%

A portion from further up, as a working copy:
Results follow in this order: HCMV inh | AmpC no deterg | LmPK inhibitor | HCV inhibitor | AmpC detergent | TbPYK inhibitor | AMA1 RON2 block
O=C(O)CC1COc2ccccc2N1C(=O)c1ccccc1Cl (stereo not drawn)
 : -24 | -24% | 9% | 10% | -6% | -2% | -17%
CN(CCCC(=O)Nc1ccccc1F)S(=O)(=O)c1ccc(F)cc1
 : -61* | -4% | 4% | 31%[activator] | -12% | -4% | 3%
CCN(CC)C(=O)c1ccc(NC(=O)CCCSc2ccccc2)cc1
 : -25 | 26% | -6% | 8% | 3% | -7% | 3%
CCOc1ccccc1OCCn1nc2ccccc2n1
 : 37 | -6% | -2% | -16% | -3% | -5% | 13%

(more compounds)
Results follow in this order: HCMV inh | AmpC no deterg | LmPK inhibitor | HCV inhibitor | AmpC detergent | TbPYK inhibitor | AMA1 RON2 block
Cc1[nH]n2c(=O)c3c(nc2c1-c1ccccc1)CCCC3
 : 6 | -18% | -4% | -15% | ? | 3% | -9%
COc1ccc(-c2nnc(-c3ccc(Br)o3)o2)cc1OC
 : -107* | 21% | -4% | -16% | -13% | -5% | 15%
CCn1cc(S(=O)(=O)c2ccc(OC)cc2)c(=O)c2cc(F)c(N3CCC(C)CC3)cc21
 : 1 | / | / | / | 17% | -9% | /
O=C(COc1c(Cl)cccc1Cl)NN1C(=O)CSC1=S
 : -23 | -42% | 0% | 5% | ? | -13% | 53%[activator]
COc1ccccc1C(=O)NCCC(=O)N(C)Cc1cccs1
 : -1 | -4% | / | -9% | 0% | 0% | -3%
C/C(=N\NC(=S)Nc1ccc(F)cc1)c1ccc2c(c1)OCCO2
 : -36 | 20µM* | 3% | ? | -6% | -8% | 24%
COc1ccc(NC(C)C(=O)N/N=C/c2cc(Br)ccc2OC)cc1 (stereo not drawn)
 : -21 | 10% | 2% | -22% | -1% | 2% | -7%
CCOc1ccc(NC(=O)c2ccc3c(SCC(=O)O)c4c(nc3c2)CCC4)cc1
 : -9 | / | / | / | 14% | -3% | /
CCCCc1nnc(SCc2cc(=O)c3cc(C(=O)OCC)ccc3[nH]2)n1C
 : -13 | / | / | / | -4% | 1% | /
NC(=O)CNCCC(c1ccccc1)c1ccccc1
 : -9 | 29% | / | -14% | ? | -2% | 6%
CC(C)(C)c1ccc(C(=O)NCCC(=O)NNC(=O)COc2ccc(F)cc2)cc1
 : 39 | -24% | / | 4% | / | 3% | 88%[activator]
Fc1ccccc1CNC(=S)NC1CCCCC1
 : / | 77%[activator] | 9% | ? | ? | -5% | -5%
O=C(Nc1ccccc1)C(Cc1ccccc1)c1ccccc1 (stereo not drawn)
 : 34 | / | / | 21% | / | 2% | -1%
Nc1ccc2ccc3cccc[n+]3c2c1
 : -25 | -7% | -6% | 7.1µM* | -14% | -8% | -6%
Cc1cccc(NC(=O)COC(=O)CN2C(=O)c3ccccc3C2=O)c1C
 : -24 | / | / | / | / | 4% | -8%
Cn1c(=O)c2c(nc(CN3CCN(C(=O)c4ccco4)CC3)n2Cc2ccccc2F)n(C)c1=O
 : 1 | 34% | 11% | 9% | -16% | 6% | 9%
Cc1ccc(SCCC(=O)NCc2ccccn2)cc1
 : 51 | -7% | -5% | 10% | 0% | 1% | 16%
COc1ccc(N2CCN(C(c3cccs3)C(C)NC(=O)c3ccco3)CC2)cc1 (stereo not drawn)
 : -5 | 63%[activator] | 2% | ? | 1% | -6% | -15%
Cc1ccc(N=Cc2c(O)c3ccccc3oc2=O)c(C)c1
 : 10 | -12% | -8% | 11% | 2% | 8% | -4%
CC(C)Nc1nc(-c2ccncc2)nc(-c2ccccc2)c1C#N
 : / | -8% | -7% | ? | 2% | 2% | -3%
CCNCc1nc2cc(Cl)ccc2c(=O)[nH]1
 : -69* | -25% | -3% | -25% | 2% | 4% | 93%[activator]
O=C(C=NNc1ccccc1)c1ccccc1
 : 138 | / | / | -7% | / | -7% | -27%
COc1ccc(Cl)cc1NC(=O)c1cnc(SC)nc1-c1ccccc1
 : -1 | / | / | / | -6% | -5% | /
CCOC(=O)C1=C(CC)Nc2ccccc2N=C1NC(=O)c1ccc(OC)c(S(=O)(=O)N2CCCCC2C)c1 (stereo not drawn)
 : 39 | 69%[activator] | -2% | ? | ? | -2% | -1%
O=C(NCc1ccccc1Cl)c1cnc2n(c1=O)CCS2
 : 28 | -1% | 1% | 12% | 4% | -1% | 17%

Source: PubChem (National Center for Advancing Translational Sciences (NCATS))
